FXIIa inh 1536 – human FXIIa protease inhibitors, primary screen, biochemical, 1536-well | 220,000 compounds, 0.3% hits | purified FXIIa, Boc-QGR-AMC fluorogenic substrate, 2 h | inhibition, % at 5 µM | Coagulation factor XII (Homo sapiens), P00748; in the data active = inhibition above about 40%;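 note: 0% = enzyme with no compound and 100% = blank without enzyme; many of its hits are not listed in these tables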
Hck-Nef inh – inhibitors of Nef-activated human Hck kinase, primary screen, biochemical, Z-Lyte FRET, 384-well, Hck-YEEI. inhibition, % at 20 µM. Tyrosine-protein kinase HCK (Homo sapiens), P08631. AID 463187, 2010. Recombinant Hck-YEEI plus Nef, Z-Lyte FRET kinase assay. 220,000 compounds, 0.68% hits;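 active = Hck-Nef kinase inhibition above about 50%, limit read from the data; inactive = inhibition below that limit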;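 note: 0% = DMSO with Hck plus Nef and 100% = Hck alone without Nef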
14-3-3 Bad inh – inhibitors of 14-3-3 zeta/Bad binding, primary screen, biochemical, TR-FRET, bovine 14-3-3 zeta; inhibition, % at 21.7 µM; 14-3-3 protein zeta/delta (Bos taurus), P63103; 220,000 compounds, 0.71% hits; TR-FRET 14-3-3zeta/Dy647-pBad peptide displacement, 1 h;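 active = inhibition above about 70%, limit read from the data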;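 note: 0% = full 14-3-3 plus peptide FRET controls and 100% = background without 14-3-3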
Runt-SMMHC FRET – inhibitors of RUNX1 Runt–CBFb-SMMHC binding, primary screen, biochemical, FRET, Cerulean-Runt, Venus-CBFb-SMMHC, uHTS; Runt-related transcription factor 1 (Homo sapiens) + Core-binding factor subunit beta …; Cerulean-Runt/Venus-CBFb-SMMHC FRET ratio 530/480, 1 h; inhibition, % at 20 µM; 220,000 compounds, 0.74% hits; AID 1434, 2008;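 active = mean inhibition across duplicate retests at 20 µM reaching about 50%, limit read from the data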;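 note: 0% = DMSO wells and 100% = wells with excess untagged CBFb-SMMHC; inhibitors lower the FRET ratio by blocking Runt binding to CBFb-SMMHC; some results filed as inactive read as strong as hits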
hK5 inh – human KLK5 protease inhibitors, primary screen, biochemical, 1536-well; AID 873, 2007; inhibition, % at 5 µM; Kallikrein-5 (Homo sapiens), Q9Y337; recombinant hK5, fluorogenic AMC substrate cleavage; 210,000 compounds, 0.59% hits;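 active = inhibition of 40% or more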;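 note: 0% = enzyme controls without compound and 100% = no-enzyme blanks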
Target sequence (Q9Y337 67-293 limits assumed): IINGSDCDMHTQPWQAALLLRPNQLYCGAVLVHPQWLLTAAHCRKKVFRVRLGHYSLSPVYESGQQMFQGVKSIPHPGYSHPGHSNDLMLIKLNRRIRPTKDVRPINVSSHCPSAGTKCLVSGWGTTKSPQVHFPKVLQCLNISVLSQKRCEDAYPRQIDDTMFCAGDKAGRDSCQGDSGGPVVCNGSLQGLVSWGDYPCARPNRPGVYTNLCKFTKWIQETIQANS
Wee1 stabilizer – Wee1 degradation inhibitors, primary screen, cell-based, HeLa, Wee1K328M-luciferase, luminescence; Wee1-like protein kinase (Homo sapiens), P30291; HeLa Luc-Wee1K328M stability; 100% = proteasome inhibitor MG132 effect; reporter increase, % at 5 µM; 220,000 compounds, 1.2% hits;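 active = activation above the mean of all tested compounds plus 3 SD, set per screening run, cut at about 8.8% in these data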;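 note: cells exposed to compound for 20 h before luminescence read; 0% = DMSO alone and 100% = MG132 at 30 µM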
Runt-CBFb FRET – inhibitors of RUNX1 Runt–CBFb binding, primary screen, biochemical, FRET, Cerulean-Runt, Venus-CBFb, uHTS; Cerulean-Runt/Venus-CBFb FRET ratio 530/480, 1 h; AID 1496, 2009; inhibition, % at 20 µM; 220,000 compounds, 0.46% hits;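 active = inhibition over about 50% at 20 µM in the single-dose screen, limit read from the data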;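 note: 0% = DMSO wells and 100% = excess unlabeled CBFb competitor control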
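Measured by: fluorescence energy transfer, 422 nm excitation, 530/480 nm emission; Assay system: Cerulean-Runt domain; Medium: Tris pH 7.5 buffer with BSA; Measure: loss of energy transfer signal; Controls: 5 µM unlabeled CBFb as full-inhibition high control; Incubation: protein complex preformed 1 h, compound exposure 1 h, room temperature, dark.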
thrombin 1536 – human alpha-thrombin inhibitors, primary screen, counter-screen for coagulation protease inhibitor project, biochemical, 1536-well, fluorogenic AMC substrate | Prothrombin (Homo sapiens), P00734 | Boc-VPR-AMC fluorogenic substrate cleavage | inhibition, % at 5 µM | 220,000 compounds, 0.26% hits;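 active = inhibition at or above 40%; inactive = inhibition below 40%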;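 note: 0% = enzyme with no compound and 100% = wells without enzyme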
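System – human alpha-thrombin protein · Reagent – Boc-VPR-AMC substrate, 15 µM final · Compound – 5 µM single dose in 0.2% DMSO · Schedule – reaction at room temperature · Technique – AMC fluorescence at 355 nm excitation and 460 nm emission · Read-out basis – % inhibition relative to enzyme controls and enzyme-free blanks · Control set – no-compound enzyme wells and no-enzyme blanks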
FXIa inh 1536 – human FXIa protease inhibitors, primary screen, biochemical, 1536-well. Coagulation factor XI (Homo sapiens), P03951. purified FXIa, Boc-Glu-Ala-Arg-AMC fluorogenic substrate. inhibition, % at 5 µM. 220,000 compounds, 0.14% hits;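 active = inhibition of at least 40%; inactive = inhibition below 40%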;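 note: fluorescence of freed AMC excited at 355 nm; 0% = enzyme without compound and 100% = no enzyme blank; many of its hits are not listed in these tables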
Target sequence (P03951 19-387 limits assumed): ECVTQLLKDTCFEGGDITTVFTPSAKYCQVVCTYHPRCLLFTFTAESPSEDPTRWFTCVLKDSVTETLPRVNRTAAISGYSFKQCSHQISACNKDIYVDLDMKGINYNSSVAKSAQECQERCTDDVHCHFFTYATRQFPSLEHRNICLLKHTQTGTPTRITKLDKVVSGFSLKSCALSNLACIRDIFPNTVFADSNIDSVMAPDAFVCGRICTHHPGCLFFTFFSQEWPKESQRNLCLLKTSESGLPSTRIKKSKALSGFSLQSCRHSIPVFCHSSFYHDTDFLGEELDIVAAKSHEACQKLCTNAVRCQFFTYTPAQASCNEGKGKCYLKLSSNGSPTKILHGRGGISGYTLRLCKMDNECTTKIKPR
Target sequence (P03951 388-625 limits assumed): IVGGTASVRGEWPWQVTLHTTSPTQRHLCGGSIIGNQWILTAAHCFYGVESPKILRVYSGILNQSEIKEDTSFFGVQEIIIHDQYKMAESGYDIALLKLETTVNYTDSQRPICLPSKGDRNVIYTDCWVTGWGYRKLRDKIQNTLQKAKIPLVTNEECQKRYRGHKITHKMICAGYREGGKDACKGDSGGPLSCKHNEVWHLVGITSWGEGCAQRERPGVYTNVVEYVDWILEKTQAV
* hit, by the source's call; . = no result given; [ ] = another dose, or the depositor's remark.

1. O=C(CCCCCn1c(=S)[nH]c2ccc(Br)cc2c1=O)NCC1CCCO1 (stereo not drawn)
2. Cc1cc(C(=O)Nc2c(C)n(C)n(-c3ccccc3)c2=O)c(C)o1
3. CCO[C@H]1OC(C(=O)N2CCN(Cc3ccc4c(c3)OCO4)CC2)=C[C@@H](C2CC2)[C@@H]1CCCO
4. CSc1nnc(-c2ccc(Br)s2)n1C
5. CCN(CC)S(=O)(=O)c1ccc(NC(=O)Cn2cnc3ccccc3c2=O)cc1
6. CCOC(=O)c1cnc2c(cnn2C)c1NCCC#N
7. COCCn1c(C)cc(C(=O)CSc2nncn2-c2ccccc2)c1C
8. CN(c1ccc(C(=O)NCc2cccnc2)cc1)S(C)(=O)=O
9. O=[N+]([O-])c1ccc(C2=NN(CCO)C(=Nc3ccc(OC(F)(F)F)cc3)SC2)cc1
10. CNC(=S)NNC(=O)CNc1ccc(C)c(Cl)c1

screen / no.	1	2	3	4	5	6	7	8	9	10
Wee1 stabilizer	2.1	0.7	-0.1	0.1	-1.7	-3.5	-3.0	3.0	-4.0	0.7
thrombin 1536	-9.2	-2.4	-1.8	25.1	13.2	5.8	-2.4	2.1	-4.5	-1.1
Hck-Nef inh	9.8	11.2	-2.0	-4.3	7.0	0.1	1.2	-1.2	3.6	20.9
hK5 inh	1.4	-14.9	-2.1	18.8	-5.6	8.6	-19.9	-17.3	2.4	0.8
Runt-SMMHC FRET	0.6	0.0	-3.7	2.1	-3.0	-1.3	-3.4	-2.4	-1.6	5.6
FXIa inh 1536	-8.9	2.7	1.8	5.3	-13.3	2.3	5.4	2.9	12.4	3.6
FXIIa inh 1536	-5.1	2.2	5.7	18.8	0.6	-1.3	-8.8	4.2	7.4	9.9
Runt-CBFb FRET	0.3	0.3	-2.1	3.2	-1.5	1.4	1.8	-2.2	-4.4	2.4
14-3-3 Bad inh	3.9	-14.5[fluorescence artefact?]	0.5	2.7	-8.7	2.8	2.9	-4.1	-5.8	-15.8

11. CCCN(C(=O)/C=C/c1ccco1)c1c(N)n(Cc2ccccc2)c(=O)[nH]c1=O
12. CCc1nnc(NC(=O)c2cc(-c3ccccc3)nn2-c2ccccc2)s1
13. CCC(CC)C(=O)c1c[nH]c(C(=O)NCCOC)c1
14. CN(C(=O)c1c(Br)cnn1C)C12CC3CC(CC(C3)C1)C2
15. Cc1nc2ccc(NC(=O)c3ccc(Cl)nc3)cc2s1
16. S=C1NC2=C(C(c3ccc(Br)cc3)N1)N1CCC2CC1 (stereo not drawn)
17. COc1ccccc1/C=C/C(C)=O
18. O=C(CCSc1ccccc1)NC(=O)COC(=O)C1CCCCC1
19. COc1ccc(/C=C(\C#N)C(=O)ONC2=NCCCCC2)cc1
20. C(=NCCCN1CCOCC1)c1ccc2c(c1)OCO2

screen / no.	11	12	13	14	15	16	17	18	19	20
Wee1 stabilizer	2.8	1.3	0.8	0.4	-0.4	-1.8	2.3	6.7	1.8	3.2
thrombin 1536	-0.1	2.6	4.3	-11.7	0.7	20.4	-4.2	-7.1	-13.4	3.1
Hck-Nef inh	12.5	-0.8	0.0	0.7	29.6	-1.0	3.6	-34.0	26.3	-6.0
hK5 inh	4.0	26.3	-6.8	-36.1	6.3	75.6*	-14.0	-0.1	-5.1	2.8
Runt-SMMHC FRET	7.9	-0.7	-3.3	1.2	3.3	-3.5	-2.0	-7.1	-1.2	-1.1
FXIa inh 1536	-0.3	-3.8	-1.5	-2.6	1.6	3.1	-2.0	-0.4	-4.3	4.5
FXIIa inh 1536	7.7	-4.8	10.6	3.8	13.1	22.7	6.8	.	2.6	13.4
Runt-CBFb FRET	7.3	-2.1	1.8	-1.1	0.6	0.6	-0.3	-1.6	0.3	-0.9
14-3-3 Bad inh	-7.2	-1.4	-18.1	3.9	2.4	-13.4	-4.4[fluorescence artefact?]	-2.4	-12.2	8.5

Some values from the entries so far.
`COc1ccc(/C=C(\C#N)C(=O)ONC2=NCCCCC2)cc1` in FXIa inh 1536 reads -4.3
`Cc1nc2ccc(NC(=O)c3ccc(Cl)nc3)cc2s1` in Wee1 stabilizer reads -0.4
`CCC(CC)C(=O)c1c[nH]c(C(=O)NCCOC)c1` in Wee1 stabilizer reads 0.8
`CN(C(=O)c1c(Br)cnn1C)C12CC3CC(CC(C3)C1)C2` in hK5 inh reads -36.1
`O=C(CCSc1ccccc1)NC(=O)COC(=O)C1CCCCC1` in Hck-Nef inh reads -34.0
`C(=NCCCN1CCOCC1)c1ccc2c(c1)OCO2` in Runt-SMMHC FRET reads -1.1

Further records.
21. CCOC(CNC(=O)c1cccc([N+](=O)[O-])c1)OCC
22. CCOC(=O)c1c(-c2ccccc2)csc1NC(=O)c1ccc(N2C(=O)CCC2=O)cc1
23. Nc1ccccc1C(=O)NCc1ccccc1
24. O=C(COc1ccc(Cl)cc1)Nc1nc(-c2ccc(S(=O)(=O)N3CCOCC3)cc2)cs1
25. O=C(CN1C(=O)c2cccc3cccc(c23)C1=O)N1CCOCC1
26. Cc1c(N=C2N=C(NC(=O)Nc3ccc(Cl)cc3)c3ccccc32)c(=O)n(-c2ccccc2)n1C
27. O=S(=O)(CCc1nnc(-c2ccccc2)o1)c1ccc2ccccc2c1
28. COCCN(CCOC)C(=S)Nc1ccccc1Cl
29. CCCCN1C(=O)C(=O)N(CC(=O)Nc2cc(OCC)c(N3CCOCC3)cc2OCC)C1=O
30. O=C(NCCn1cccn1)c1ccc(OC2CCN(C(=O)C3CC3)CC2)cc1

screen / no.	21	22	23	24	25	26	27	28	29	30
Wee1 stabilizer	2.0	0.5	1.4	0.9	7.2	0.3	5.1	-2.0	1.9	-0.9
thrombin 1536	0.0	1.8	-3.0	2.7	5.6	2.2	-2.3	.	-3.6	-12.7
Hck-Nef inh	20.5	0.7	-2.1	-2.3	-2.8	14.2	-3.1	19.2	39.6	11.7
hK5 inh	1.3	3.1	-40.7	-0.5	-22.9	4.0	-6.5	0.0	12.7	3.1
Runt-SMMHC FRET	1.3	-1.2	1.3	2.6	-2.2	-69.1	-0.8	-2.7	0.6	-0.7
FXIa inh 1536	1.6	1.5	-15.3	-2.3	-4.0	1.3	-0.8	4.1	-0.2	-2.6
FXIIa inh 1536	11.5	19.6	1.7	16.4	2.4	8.4	11.1	4.4	3.1	6.5
Runt-CBFb FRET	-1.4	-0.4	-4.5	0.9	0.4	-12.3	1.1	-0.9	-2.5	0.0
14-3-3 Bad inh	0.0	5.0	-9.2[fluorescence artefact?]	-26.6	5.0	25.5	8.3	-7.4	-14.1	15.0

31. CCOC(=O)c1ccc(NC(=S)NCCc2ccccc2)cc1
32. CN1CCN(C(=O)C2=C[C@H](C3CCCCC3)C[C@H](OCc3ccc(CO)cc3)O2)CC1
33. CC(=O)Nc1ccc(S(=O)(=O)NNC(=O)COc2ccc(Cl)cc2Cl)cc1
34. COc1ccc(NC(=O)c2cccnc2C(=O)O)c(OC)c1
35. Cc1ccc(-n2c(O)c(C=Nc3ccc4c(c3)OCO4)c3ccccc3c2=O)cc1C
36. O=c1c2ccccc2c(-c2ccc(Cl)cc2)nn1-c1ccccc1
37. Cc1ccc(C)n1-c1ccc(C(=O)NN)s1
38. CC1CCCC(C)N1S(=O)(=O)c1ccc(NC(=O)CCn2cnc3ccccc3c2=O)cc1 (stereo not drawn)
39. O=C(O)c1ccc(CNCc2ccc(F)cc2)cc1
40. Cc1cc(N2CCOCC2)nc2ccccc12

screen / no.	31	32	33	34	35	36	37	38	39	40
Wee1 stabilizer	-2.7	1.0	-0.2	0.8	0.7	-2.6	-2.9	-1.4	1.3	-1.0
thrombin 1536	-4.2	-7.0	21.5	-1.8	0.3	4.6	-24.1	3.8	-13.0	-5.4
Hck-Nef inh	0.5	-0.4	-0.7	0.9	1.8	1.7	39.7	2.2	-18.6	9.4
hK5 inh	-0.2	-0.2	20.0	-13.1	1.5	-8.0	-5.7	-14.6	-7.8	-9.9
Runt-SMMHC FRET	-1.3	0.5	-1.3	-15.4	-314.0	1.7	0.1	-3.7	2.2	0.7
FXIa inh 1536	-1.0	-4.3	43.9*	0.1	3.1	8.3	-10.7	21.7	-7.4	-0.8
FXIIa inh 1536	6.4	5.4	20.6	9.7	15.1	21.6	1.2	30.9	-4.7	3.4
Runt-CBFb FRET	2.8	-2.8	0.7	10.1	-1.8	-0.8	27.3	-2.4	2.3	-0.3
14-3-3 Bad inh	-17.0	-4.2	4.0	10.2	-5.3	-12.5	-14.1	6.4	-3.1	0.3

41. COc1ccc(-c2cn3cc(Br)cnc3n2)cc1
42. Cn1c(=O)c2c3c(sc2n2c(SCc4ccccc4)nnc12)CCCC3
43. COc1ccc(-c2ccnc3nc(-n4cccc4)nn23)cc1
44. CCOC(=O)C1CCCN(C(=O)c2ccccc2Oc2ccccc2)C1 (stereo not drawn)
45. Cc1ccc(N=C2CCCN2Cc2ccccc2)c(C#N)c1
46. COc1ccc2c(-c3ccccc3)cc(=O)[nH]c2c1

screen / no.	41	42	43	44	45	46
Wee1 stabilizer	1.2	-0.2	-1.5	-0.3	-1.4	-1.2
thrombin 1536	-0.5	-2.5	1.1	-0.8	0.9	-7.6
Hck-Nef inh	4.5	4.4	9.0	1.4	4.3	5.1
hK5 inh	0.4	-10.9	6.9	-6.9	-0.2	-17.5
Runt-SMMHC FRET	3.2	-5.8	0.0	5.6	0.4	-0.4
FXIa inh 1536	4.2	5.9	-4.4	-2.1	5.0	-8.3
FXIIa inh 1536	10.0	10.1	-16.9	4.8	10.0	-17.7
Runt-CBFb FRET	-0.3	-2.6	-3.3	-1.1	-2.0	1.2
14-3-3 Bad inh	-6.0	0.0[fluorescence artefact?]	44.7	-5.5	-5.8	-9.3

Down the list, as entered above:
hK5 inh for entries 9 to 20: 2.4, 0.8, 4.0, 26.3, -6.8, -36.1, 6.3, 75.6*, -14.0, -0.1, -5.1, 2.8
FXIIa inh 1536 for entries 9 to 20: 7.4, 9.9, 7.7, -4.8, 10.6, 3.8, 13.1, 22.7, 6.8, ., 2.6, 13.4
FXIa inh 1536 for entries 9 to 20: 12.4, 3.6, -0.3, -3.8, -1.5, -2.6, 1.6, 3.1, -2.0, -0.4, -4.3, 4.5

Assay outcomes (PubChem)
